GAA spleen mod – lysosomal alpha-glucosidase (human) modulation; Potency, µM (titrated, usually from 79.9 µM), without a hit: top-dose activity change, negative = inhibition, hits mostly inhibitors; 240,000 tested, 0.006% active; human spleen homogenate, 4-MU-alpha-glucoside fluorescence; AID 2112;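 further: 0% = enzyme with vehicle and -100% = no enzyme basal signal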
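Compounds were titrated against alpha-glucosidase in spleen homogenate at pH 5.0, with 1 mM 4-methylumbelliferyl substrate for 40 min at 37 C. Reactions were quenched with pH 10 NaOH/glycine and fluorescence measured.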
RGS12 GoLoco inh – inhibitors of human Gai1-RGS12 GoLoco interaction (red fluorophore). 230,000 tested, 0.44% active. Gai1:RGS12 GoLoco peptide FP, rhodamine, 10 min. P63096. Potency, µM (titrated, usually from 61.6 µM), inactives show at the highest dose activity, negative = inhibition, usual class: inhibitors; active means well fitted inhibition curve with a large enough effect, not every such curve was filed as active; inactive means no such curve, though single readings can be large or run the other way; further: on the % scale 0 is the no-effect control and ±100 the full control effect; nearly all actives have a fitted effect of over 30% in size; many of its hits are not listed in these tables
Target sequence (P63096 whole entry, looked up): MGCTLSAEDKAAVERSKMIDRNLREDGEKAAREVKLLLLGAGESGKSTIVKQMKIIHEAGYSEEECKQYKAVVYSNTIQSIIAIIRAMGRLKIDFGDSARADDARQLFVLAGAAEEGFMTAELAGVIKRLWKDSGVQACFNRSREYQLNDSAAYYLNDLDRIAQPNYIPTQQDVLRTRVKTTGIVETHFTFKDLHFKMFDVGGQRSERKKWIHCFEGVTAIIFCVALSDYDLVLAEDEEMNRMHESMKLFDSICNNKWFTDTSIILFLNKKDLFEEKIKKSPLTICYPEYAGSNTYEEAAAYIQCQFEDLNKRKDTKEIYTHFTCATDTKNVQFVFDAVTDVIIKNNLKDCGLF
GAA inhib – blocks human lysosomal alpha-glucosidase | P10253 | purified human GAA, 4-MU-alpha-glucoside fluorescence | Potency, µM (highest dose often 76.9 µM), without a hit: at the top dose activity change, negative = inhibition, hits mostly inhibitors | 200,000 tested, 0.005% active;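 further: plate controls were uninhibited enzyme wells for no effect and no-enzyme background for full effect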
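qHTS format, compound range up to 77 uM. Human lysosomal enzyme at 4 nM, 400 uM 4-MU glucoside substrate, pH 5.0, 20 min room temperature; fluorescence after alkaline stop gives activity normalized to controls.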
GAA glycogen mod – inhibitors or activators of human alpha-glucosidase glycogen cleavage; recombinant GAA, glycogen substrate, Amplex Red glucose oxidase fluorescence; Potency, µM (series often up to 76.4 µM), inactives show at the highest dose activity change, negative = inhibition, usual class: inhibitors; 300,000 tested, 0.38% active; AID 2100;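 further: 0% = full enzyme reaction and -100% = no-enzyme basal signal; the screen sought inhibitors and activators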
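Recombinant human alpha-glucosidase (4 nM final) hydrolysed bovine liver glycogen (30 ug) for 40 min at 37 C in pH 5.0 citrate/phosphate with 0.01% Tween-20. Released glucose detected by glucose oxidase/Amplex Red, Ex 573/Em 610 nm. Compounds up to 77 uM; AC50 from Hill fits.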
HTT cytoprotect – protects HTT-Q103 PC12 cells, measured by ATP; Potency, µM (highest dose often 56.4 µM), for the others: cytoprotection (ATP increase), usual class: activators; PC12 HTT-Q103 induced, cytoprotection, ATP luminescence, 40 h; 230,000 tested, 0.14% active; AID 1471;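 further: % of control where 0% means no effect; nearly all actives have a fitted effect of over 45% in size; toxic huntingtin expression switched on by the ecdysone agonist tebufenozide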
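Rat PC12, Q103 Htt exon1-GFP fusion, ecdysone promoter; tebufenozide inducer 100 nM final; compound titration; qHTS, 1500 cells/well; ATPlite luminescent read.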
IMPase Li cell – cell-permeable IMPase inhibitors with lithium potentiation | 210,000 tested, 0.35% active | Potency, µM (series often up to 59.4 µM), inactives show at the top dose activity, negative = IMPase inhibition, actives largely listed as inhibitors | CHO-M1 cells, IP1 TR-FRET (IP-One), carbachol + lithium;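 further: IP1 builds up when IMPase is blocked and the TR-FRET signal falls; plate controls were basal vehicle for no effect and high inhibitor control for full effect; nearly all actives have a fitted effect of over 50% in size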
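Readout is a homogeneous TR-FRET IP1 immunoassay (Ex 320, Em 665 and 620), where raised cytosolic IP1 lowers signal. Cells were CHO-M1 treated 30 min at 37C with test compounds plus a little lithium; AC50 values came from Hill-equation fitting.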
HttQ103 aggreg – mutant huntingtin aggregation inhibition; 220,000 tested, 1.1% active; Potency, µM (highest dose often 46.1 µM), for inactives: at the highest dose activity change, negative = inhibition, hits mostly inhibitors; PC12 HttQ103-GFP aggregates, Acumen cytometry, 40 h; further: on the % scale 0 is the no-effect control and ±100 the full control effect; nearly all actives have a fitted effect of over 60% in size
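PC12 cells stably carrying ecdysone-inducible HTT exon 1 Q103–GFP were induced with tebufenozide (100 nM final) and treated with library compounds in titration. GFP aggregates in lysates were counted by laser scanning cytometry.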
An asterisk follows results filed as active; ? = inconclusive; · = no result given; [ ] = dose if it differs, or a comment. Unless noted, the call rests on the fitted dose curve; in most records, active means well fitted curve in the direction sought with a large enough effect; inconclusive means small, poorly fitted or top-dose-only effect, or another doubt; inactive means no such curve, though single readings can be large; an effect the other way counts as inactive or inconclusive. Potency means the concentration at half of the fitted maximal effect.

structure	GAA spleen mod	RGS12 GoLoco inh	GAA inhib	GAA glycogen mod	HTT cytoprotect	IMPase Li cell	HttQ103 aggreg
CCN(CC)S(=O)(=O)c1ccc(N2CCOCC2)c(NC(=O)Cc2ccc(Cl)cc2)c1	-9%	·	-3%	2%	7%[10 µM]	·	?
S=c1[nH]nc(COc2ccc3c(c2)OCO3)n1-c1ccccc1	-5%	-1%	-4%	-11%	-8%	17%[38.3 µM]	-19%
O=C(c1ccc(S(=O)(=O)c2cccc(Cl)c2)c([N+](=O)[O-])c1)N1CCN(Cc2ccccc2)CC1	-4%	4%	5%	-9%	0%[10 µM]	7%	?
CNC(=O)CSc1nc2nc(C)cc(C)n2n1	-4%	-4%	-1%	3%	4%	-11%[38.3 µM]	5%[9.22 µM]
Cc1ccc(/C=N/N=C/c2ccc(C)cc2)cc1	-5%	8%	-2%	-2%	13%[10 µM]	-14%	10%
NC(=O)C1(NC(=O)[C@@H]2CC3(CC(c4cccc(NC(=O)[C@@H]5CCC(=O)N5)c4)=NO3)CN2C(=O)Cc2ccc(Cl)cc2)CC1 (some centres not stated)	-11%	0%	7%	4%	-2%	-2%[38.3 µM]	-19%
CCC(C)NC(=O)Cn1c(=O)n(CCCC(=O)NCc2ccccc2Cl)c(=O)c2ccccc21 (configuration not stated)	1%	-6%	-10%	6%	-4%	31%[38.3 µM]	20%
O=c1[nH]c(N2CCCCC2)nc2ncn(Cc3ccccc3)c12	3%	7%	·	5%	25%[10 µM]	·	-11%[9.22 µM]
CSc1nc(-c2ccccc2)nn1S(=O)(=O)c1ccc(Cl)cc1	-14%	0%	-6%	-3%	22%	20%[38.3 µM]	17%
COCCn1c(C)cc(C(=O)COC(=O)C23CC4CC(CC(O)(C4)C2)C3)c1C	-7%	0%	-1%	7%	13%[10 µM]	-7%[38.3 µM]	15%
CCN(c1ccc(OCC(=O)OCC(=O)c2c(N)n(C)c(=O)n(C)c2=O)cc1)S(=O)(=O)c1ccccc1	-3%	-1%	-11%	15%	-48%	8%	22%
O=S(=O)(c1ccc(-c2csc(Nc3ccc(F)cc3)n2)cc1)N1CCCC1	-1%	4%	-2%	-3%	36%[10 µM]	12%	1%
Cc1cccc2cc(CN(Cc3cccs3)C(=S)NCC3CCCO3)c(=O)[nH]c12 (configuration not stated)	-8%	17%	1%	10%	0%[10 µM]	5%	?
Cc1noc(/C=C/c2ccco2)c1S(=O)(=O)N1CCC(C(=O)N2c3ccccc3CC2C)CC1 (configuration not stated)	3%	53%[activator]	-5%	1%	-33%	2%[38.3 µM]	-10%
NC(=O)[C@@H]1CCOc2c(F)cc([N+](=O)[O-])cc2C(=O)N[C@@H](CO)C(=O)NCC(=O)N1	2%	-10%	0%	-2%	·	0%	-6%
COc1ccc(-c2nn(-c3ccccc3)cc2CN2CCCO2)c(F)c1	8%	0%	·	13%	7%[10 µM]	3%	-1%[9.22 µM]
COC(=O)C1=C(C)NC2=C(C(=O)C(C(=O)OC)C(c3ccc(OC)cc3)C2)C1c1ccccn1 (configuration not stated)	-5%	6%	?	0%	-18%	-6%[38.3 µM]	13%
COc1ccc(CSCC(=O)N/N=C/c2ccccc2O)cc1	1%	23%	?	-7%	-173%[inhibitor]	-3%	7%[9.22 µM]
CCc1ccccc1NC(=O)CSc1nnc([C@@H](NC(=O)OC(C)(C)C)C(C)C)o1	-13%	0%	-4%	1%	7%[0.074 µM]	31%[38.3 µM]	8%
CN1CCC(OC(=O)COc2ccccc2)CC1	-2%	12%	-3%	15%	-39%[inhibitor]	20%[38.3 µM]	13%
CC(=O)NCCN1C(=O)S/C(=C\c2cccs2)C1=O	-9%	-12%	-2%	12%	-16%	-1%	23%
C=CCn1c(CCC)nc2ccccc21	-2%	0%	-3%	-11%	-21%	5%	12%
Fc1ccccc1-c1csc(=Nc2cccnc2)n1CCCn1ccnc1	-8%	9%	-10%	-6%	3%[10 µM]	11%	35µM*
CCOC(=O)N1CCN(C(=O)c2noc(C(C)C)c2[N+](=O)[O-])CC1	-3%	7%	2%	4%	·	-13%	24%
Cc1cccc(NC(=O)CNc2cc(C)ccc2C)c1	2%	1%	-6%	-8%	-4%	3%[38.3 µM]	-12%
CS(=O)(=O)N(CC(=O)NC1CCCC1)Cc1ccc(F)cc1	6%	4%	10%	25%	·	5%	3%
CCCCCOc1ccc2oc(=O)c3c(c2c1)CCCN3C(=O)CN1CCCC(C(=O)OCC)C1 (configuration not stated)	-2%	1%	-14%	-28%	-3%	50%[activator][38.3 µM]	11%[9.22 µM]
CCNS(=O)(=O)c1cc(OC)c(Cl)cc1OC	2%	6%	?	14%	-1%[10 µM]	-2%	-4%
COc1ccccc1N1CCN(S(=O)(=O)c2cc(C(F)(F)F)cc(C(F)(F)F)c2)CC1	6%	3%	?	-3%	22%[10 µM]	·	2%[9.22 µM]
O=C(Nc1cc([N+](=O)[O-])ccc1Cl)C(Sc1ccccc1)c1ccccc1 (configuration not stated)	3%	1%	-2%	-3%	11%[10 µM]	9%	-19%
COc1cc2c(cc1NC(=S)Nc1ccccc1C)oc1ccccc12	-1%	11%	?	?	-4%	16%[38.3 µM]	-15%
CN1CCN(c2nc(-c3ccccn3)nc3ccccc23)CC1	-5%	-7%	12%	7%	9%	41%[activator][38.3 µM]	-14%
CCOc1ccc(Br)cc1S(=O)(=O)Nc1nc(CN2CCOCC2)nc2sc(C)c(C)c12	-2%	35%[activator]	1%	-9%	-32%	2%[38.3 µM]	-2%
COc1ccccc1Cc1nnnn1CC(=O)O	-1%	4%	2%	5%	15%[10 µM]	-6%	0%
Cc1sc(NC(=O)c2ccc(F)cc2)c(CN2CCCCCC2)c1C	1%	70%[activator]	0%	-16%	15%[10 µM]	-1%	-15%
Cc1ccc(Cn2c(SCC(N)=O)nc3c2c(=O)n(C)c(=O)n3C)cc1	2%	0%	-6%	7%	22%[10 µM]	4%	6%
CSc1cccc(NC(=S)N(CCCN2CCC(C)CC2)Cc2cccs2)c1	1%	-4%	-2%	-2%	-16%	15%	-15%
CCOCC(=O)Nc1c(C(=O)Nc2ccc(OC)cc2OC)oc2ccccc12	-20%	3%	?	3%	-10%[10 µM]	?	-1%
COc1ccc(-c2cc(-c3ccc(OC)cc3)[nH]n2)cc1	-3%	10%	-10%	-3%	-17%	3%[38.3 µM]	-13%
O=C(O)CC1CCC(=C(Cl)Cl)C1 (configuration not stated)	-2%	·	-3%	-1%	-17%[10 µM]	·	-12%
O=C(NCc1ccc2c(c1)OCO2)c1ccc(CN2CCOCC2)cc1	3%	-1%	-3%	2%	-14%[0.074 µM]	14%[38.3 µM]	-7%
CCOC(=O)c1c(C)c(C(=O)NCc2cccnc2)c(C)n1CC	-2%	6%	0%	3%	11%[10 µM]	18%[38.3 µM]	6%
COc1ccc(CNC(=O)C(c2ccc(C)cc2)N(Cc2cccs2)C(=O)c2ccc3c(c2)OCCO3)cc1 (configuration not stated)	-5%	-4%	1%	-1%	-55%[inhibitor]	5%[38.3 µM]	-18%
O=C(Nc1cccc(C(F)(F)F)c1)c1cc(S(=O)(=O)N2CCCCC2)ccc1N1CCOCC1	-12%	-2%	-5%	-6%	-6%[10 µM]	8%	?
CCc1ccc(CCN2C(=O)c3ccccc3C2=O)nc1	5%	-13%	·	6%	30%[10 µM]	·	4%[9.22 µM]
CCc1nccn1S(=O)(=O)c1cccc([N+](=O)[O-])c1	1%	-5%	-5%	-3%	2%[10 µM]	1%	5%
Nc1nnc(SCC(=O)Nc2ccc3nc(SCC(=O)Nc4ccccc4)sc3c2)s1	-1%	24%	6%	1%	2%[10 µM]	17%	5%
O=C1C(Cl)=C(Nc2ccccc2)C(=O)c2ccccc21	-8%	9%	?	8%	-39%[10 µM]	36%[activator]	13µM*
CCOc1cc(/C=C2/SC(=S)NC2=O)ccc1OC(=O)c1ccco1	-2%	21%	-3%	5%	-124%[inhibitor]	21%	14µM*
CCOC(=O)CNC(=O)CSc1nnc(Cn2c(=O)sc3ccccc32)n1-c1ccccc1C	-6%	-7%	-3%	-8%	-14%[0.074 µM]	0%[38.3 µM]	-11%
C/C(N)=C(/C#N)C(=O)CSc1n[nH]c(-c2cccs2)n1	?	5%	?	4%	-16%	-2%	16%
COc1ccc2cc(CN(CC3COCCO3)S(=O)(=O)c3c(C)cc(C)cc3C)c(=O)[nH]c2c1 (configuration not stated)	5%	4%	4%	8%	-3%	-16%[38.3 µM]	26%
CCN(Cc1cc2cc(C)ccc2[nH]c1=O)C(=O)c1cccc(OC)c1	-6%	3%	1%	12%	-13%	3%[38.3 µM]	-13%
Nc1nnc(SCC(=O)Nc2ccc(Cl)c(C(=O)O)c2)s1	-1%	2%	7%	5%	-11%	4%	1%
COc1ccc(CCNS(=O)(=O)c2ccc(C3CNC(=O)C3)cc2)cc1OC (configuration not stated)	-2%	3%	14%	8%	0%	0%	-31%

Four compounds drawn at random from those above, as already listed:
structure	GAA spleen mod	RGS12 GoLoco inh	GAA inhib	GAA glycogen mod	HTT cytoprotect	IMPase Li cell	HttQ103 aggreg
O=C(Nc1cc([N+](=O)[O-])ccc1Cl)C(Sc1ccccc1)c1ccccc1 (configuration not stated)	3%	1%	-2%	-3%	11%[10 µM]	9%	-19%
NC(=O)[C@@H]1CCOc2c(F)cc([N+](=O)[O-])cc2C(=O)N[C@@H](CO)C(=O)NCC(=O)N1	2%	-10%	0%	-2%	·	0%	-6%
CSc1nc(-c2ccccc2)nn1S(=O)(=O)c1ccc(Cl)cc1	-14%	0%	-6%	-3%	22%	20%[38.3 µM]	17%
COc1ccc2cc(CN(CC3COCCO3)S(=O)(=O)c3c(C)cc(C)cc3C)c(=O)[nH]c2c1 (configuration not stated)	5%	4%	4%	8%	-3%	-16%[38.3 µM]	26%

3 compounds already listed, ordered by the value under RGS12 GoLoco inh, ascending.
| canonical_smiles | GAA spleen mod | RGS12 GoLoco inh | GAA glycogen mod | IMPase Li cell | HttQ103 aggreg |
| --- | --- | --- | --- | --- | --- |
| COc1ccccc1Cc1nnnn1CC(=O)O | -1% | 4% | 5% | -6% | 0% |
| C/C(N)=C(/C#N)C(=O)CSc1n[nH]c(-c2cccs2)n1 | ? | 5% | 4% | -2% | 16% |
| COc1cc2c(cc1NC(=S)Nc1ccccc1C)oc1ccccc12 | -1% | 11% | ? | 16%[38.3 µM] | -15% |

High-throughput results from PubChem.

Some of the compounds tested; count on the stated rates, not on these rows.
